JMJD2A Tudor = blocks the human JMJD2A Tudor domain. O75164. Potency, µM (titrated, usually from 114 µM), inactives show at the highest dose activity change, negative = inhibition, actives largely listed as inhibitors. AlphaScreen JMJD2A-Tudor / H3K4me3 peptide binding. AID 504339. 390,000 tested, 4.4% active; also: % is scaled to controls: 0 for no effect and ±100 for the full control effect; nearly all actives have a fitted effect of over 50% in size
GLS inh = blocks human kidney-isoform glutaminase activity; O94925; 410,000 tested, 0.21% active; GLS enzymatic activity, qHTS titration; AID 624170; Potency, µM (titrated, usually from 45.5 µM), for the others: top-dose activity change, negative = inhibition, actives largely listed as inhibitors; also: % is scaled to controls: 0 for no effect and ±100 for the full control effect
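Read-out is an Amplex red fluorescence increase coupled through glutamate oxidase and HRP, measured before and after 30 min room-temperature incubation. hKGA is in 45 mM KH2PO4 (pH 8.2) with 0.02% Tween-20; glutamine added as 1mM solution.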
12-LOX inh = blocks human arachidonate 12S-lipoxygenase; P18054; purified 12hLO, xylenol orange hydroperoxide absorbance; Potency, µM (titrated, usually from 108 µM), without a hit: at the highest dose activity change, negative = inhibition, actives largely listed as inhibitors; 580,000 tested, 1.1% active; also: % is scaled to controls: 0 for no effect and ±100 for the full control effect
Target sequence (P18054 whole entry, looked up): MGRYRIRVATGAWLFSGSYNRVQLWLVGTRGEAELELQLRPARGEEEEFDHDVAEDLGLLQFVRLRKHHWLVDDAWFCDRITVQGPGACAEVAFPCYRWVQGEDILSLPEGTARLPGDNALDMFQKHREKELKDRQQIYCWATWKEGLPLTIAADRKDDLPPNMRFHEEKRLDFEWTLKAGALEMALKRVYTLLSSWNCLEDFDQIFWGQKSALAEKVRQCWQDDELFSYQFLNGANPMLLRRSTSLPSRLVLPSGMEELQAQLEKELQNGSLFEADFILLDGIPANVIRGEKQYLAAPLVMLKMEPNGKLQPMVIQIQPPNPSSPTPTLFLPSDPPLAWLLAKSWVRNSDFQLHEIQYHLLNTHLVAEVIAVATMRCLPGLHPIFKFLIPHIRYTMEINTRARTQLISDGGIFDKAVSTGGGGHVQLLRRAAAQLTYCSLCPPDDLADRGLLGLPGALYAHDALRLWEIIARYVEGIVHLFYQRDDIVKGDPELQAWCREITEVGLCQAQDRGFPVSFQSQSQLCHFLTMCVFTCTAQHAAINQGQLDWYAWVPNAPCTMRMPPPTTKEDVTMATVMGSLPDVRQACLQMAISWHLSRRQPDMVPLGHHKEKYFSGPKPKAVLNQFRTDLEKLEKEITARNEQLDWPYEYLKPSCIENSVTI
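Hydroperoxide product was detected by ferrous iron/xylenol orange as the 573 to 405 nm absorbance ratio. Arachidonic acid at 40 uM (final) was turned over for 30 min at room temperature by 150 nM human 12hLO, pH 7.0 Hepes buffer, after 15 min compound preincubation.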
rTrxR1 inhibitor = rat TrxR1 inhibition. O89049. recombinant rTrxR1, NADPH fluorescence consumption, selenite substrate. Potency, µM (doses to about 114 µM), for the others: top-dose activity change, negative = inhibition, most hits filed as inhibitors. 390,000 tested, 1% active; also: % is scaled to controls: 0 for no effect and ±100 for the full control effect; nearly all actives have a fitted effect of over 65% in size
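Rat TrxR1 (90 nM in the dispensed reagent) was pre-reduced with 400 uM NADPH for 5 min at room temperature, then incubated with compound for 15 min. After 400 uM selenite was added, NADPH fluorescence (Ex 340/Em 450 nm) was followed for 8 min.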
ERG Ets-DNA blk = inhibitors of human ERG Ets domain-DNA interaction | P11308 | fluorescence polarization, His-ERG Ets domain / labelled DNA | Potency, µM (series often up to 76.9 µM), for the others: at the highest dose FP activity, negative = inhibition, usual class: inhibitors | 370,000 tested, 0.028% active; active = well fitted inhibition curve with a large enough effect in the polarisation, with a control signal flat; inconclusive = small, poorly fitted or top-dose-only effect, or effect the other way, or a change in a side signal; inactive = no such curve, though single readings can be large or run the other way; the % refers to the polarisation;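 also: polarization taken with two DNA probes labelled with fluorescein and Texas red; % of control where 0% means no effect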
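His-tagged ERG Ets domain (1 uM in the protein solution; 300mM KCl, 50mM Tris-HCl, 1mM EDTA, 1mM DTT, pH 7.5) received compound, then a probe mix of 5 nM fluorescein-DNA and 100nM Texas-615-DNA. Fluorescence polarization was read for both dyes.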
RGS4 inh = inhibitors of human regulator of G protein signaling 4; Transcreener GDP fluorescence polarization, RGS4-accelerated GTP hydrolysis; Potency, µM (doses to about 114 µM), inactives show top-dose activity change, negative = inhibition, most hits filed as inhibitors; 390,000 tested, 0.039% active; also: % is scaled to controls: 0 for no effect and ±100 for the full control effect; nearly all actives have a fitted effect of over 75% in size; some results filed as inactive show a strong effect at the top dose
Target sequence (P49798 whole entry, looked up): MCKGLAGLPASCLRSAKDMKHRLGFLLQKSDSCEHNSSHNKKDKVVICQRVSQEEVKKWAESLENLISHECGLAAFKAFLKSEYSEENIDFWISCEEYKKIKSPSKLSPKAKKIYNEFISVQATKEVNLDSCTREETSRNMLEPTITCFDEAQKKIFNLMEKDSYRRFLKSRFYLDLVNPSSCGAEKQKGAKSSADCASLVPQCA
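MLSMR compounds (23 nl, pin-transferred) preincubated 10 min at room temperature with a 500nM (2x) first reagent, then RGS4 at 900nM (2x) plus Transcreener GDP mix added; fluorescence polarization (620/688 nm) read before and after 90 min at 30 °C.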
Pin1 inh = blocks the human prolyl isomerase Pin1. Q13526. Pin1 FP peptide displacement, HiFluor488, 10 min. Potency, µM (highest dose often 115 µM), for the others: at the top dose activity, negative = inhibition, usual class: inhibitors. 390,000 tested, 0.009% active; active = well fitted inhibition curve with a large enough effect in the polarisation, with a control signal flat, not every such curve was filed as active; inconclusive = small, poorly fitted or top-dose-only effect, or effect the other way, or a change in a side signal; inactive = no such curve, though single readings can be large or run the other way; the % refers to the polarisation; also: % is scaled to controls: 0 for no effect and ±100 for the full control effect
HP1b chromo inh = blocks HP1-beta chromodomain binding to methylated histone tails. P83916. AlphaScreen HP1-beta / biotin-H3K9me3 peptide binding. Potency, µM (highest dose often 114 µM), without a hit: at the highest dose activity change, negative = inhibition, actives largely listed as inhibitors. 390,000 tested, 0.56% active. AID 540317; also: nearly all actives have a fitted effect of over 70% in size; inactives centre near 23
Target sequence (P83916 whole entry, looked up): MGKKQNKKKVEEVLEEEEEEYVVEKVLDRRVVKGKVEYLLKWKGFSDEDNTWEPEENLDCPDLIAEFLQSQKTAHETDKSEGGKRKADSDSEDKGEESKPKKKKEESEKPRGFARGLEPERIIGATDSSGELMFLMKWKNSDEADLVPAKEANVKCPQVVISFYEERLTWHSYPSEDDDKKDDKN
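Compound inhibition of the preformed complex between 50 nM HP1-beta and 50 nM biotinylated H3K9me3 peptide was read by AlphaScreen. Buffer was PBS pH 7.4 with 0.01% Tween-20. Incubations ran 30 min at room temperature, with 10 ug/mL donor/acceptor beads.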
PGK inhibitor = blocks T. brucei phosphoglycerate kinase; PGK/GAPDH coupled, Kinase-Glo luminescence, 60 min; Potency, µM (highest dose often 57.5 µM), for the others: at the top dose activity change, negative = inhibition, most hits filed as inhibitors; 380,000 tested, 0.043% active; also: % is scaled to controls: 0 for no effect and ±100 for the full control effect; nearly all actives have a fitted effect of over 60% in size
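Recombinant glycosomal PGK reaction used 1,3-bisphosphoglycerate generated in-well by GAPDH (100nM final) in 100mM TEA pH 7.6, 5mM MgCl2, 0.01% Tween-20. After 60 minutes at room temperature, ATP was read by Kinase-Glo Plus luminescence end-point.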
An asterisk follows results filed as active; i = inactive; ? = inconclusive; / = no result given; ! = not confirmed by another sample; [ ] = another dose, or the depositor's remark. Unless noted, calls follow the shape of the dose curve; as a rule, active = well fitted curve in the direction sought with a large enough effect; inconclusive = small, poorly fitted or top-dose-only effect, or another doubt; inactive = no such curve, though single readings can be large; an effect the other way counts as inactive or inconclusive. Potency is read from the fitted curve at half-maximal effect. Only part of the results is shown; the hit share may differ from the screen's.

SMILES	JMJD2A Tudor	GLS inh	12-LOX inh	rTrxR1 inhibitor	ERG Ets-DNA blk	RGS4 inh	Pin1 inh	HP1b chromo inh	PGK inhibitor
CCCC/C(C)=N\NC(=O)CNS(=O)(=O)c1ccc([N+](=O)[O-])cc1	-21%	11%	3%	-2%	-4%	-5%	-4%	40%[activator]	-4%
COc1ccc2c(-c3ccccc3)cc(N3CCOCC3)nc2c1	1.3µM*	1%	1.8µM*	30%	3%	21%	?	25µM*	-4%
O=C(Cn1cnc2ccccc2c1=O)NCCCN1CCCC1=O	-13%	1%	168%[activator]	?	-13%	1%	-2%	34%	i
O=C(COc1ccc(F)cc1)Nc1nnc(C2CC2)s1	-5%	0%	0%	9%	25%	8%	-1%	3%	-3%
CCCn1c(=N)c(C(=O)NCC2CCCO2)cc2c(=O)n3cc(C)ccc3nc21 (centres undefined)	-21%	-11%	?	?	2%	-7%	0%	17%	-1%
Cc1cccc(-n2nc3c(c2NC(=O)c2ccc(Br)o2)CSC3)c1C	?	-6%	-12%	5%	-3%	-32%	1%	20%	-8%
O=C(Cn1nnc(-c2cccc(C(F)(F)F)c2)n1)NC(=O)NCc1ccco1	-16%	4%	41%[activator]	-6%	-2%	-11%	-1%	6%	-13%
Cc1ccc(-c2cc(C(=O)NCc3ccco3)c3ccccc3n2)s1	-32%	-3%	25µM*!	?	0%	?	10%	23%	-5%
Cc1noc(/C=C/c2cccs2)c1S(=O)(=O)N1CCC(C(=O)NCc2ccccc2Cl)CC1	-7%	-9%	-12%	23%	5%	1%	?	12%	i
O=C(c1cc(-c2ccccc2)nc2ccccc12)N1N=C(C(F)F)CC1(O)C(F)F (centres undefined)	-20%	-2%	-2%	10%[57.1 µM]	1%	-6%	0%	14%	-7%
CCS(=O)(=O)N1CCc2cc(C(=O)Nc3cc(C(F)(F)F)ccc3Cl)ccc21	-25%	-18%	-4%	2%	-3%	35%	4%	30%	-5%
COc1ccc(C(CNC(=O)c2cccc(NS(=O)(=O)c3ccc(C)c(F)c3)c2)N2CCCC2)cc1 (centres undefined)	-17%	10%	-1%	7%[57.1 µM]	0%	1%	-1%	24%	0%
COc1ccc(NC(=O)NC2CCCCCCC2)cc1OC	-19%	7%	424%[activator]	5%	-9%	-17%	-1%	33%	3%
CCC(=O)Nc1ccc(S(=O)(=O)Nc2c(C)nc3nc[nH]n3c2=O)cc1	-10%	?	?	23%[57.1 µM]	-5%	3%	2%	34%	-10%
COc1ccccc1C(=O)c1ccccc1C(=O)c1ccccc1	-7%	-4%	-18%	0%	2%	0%	-13%	55%[activator]	i
C#CCn1cc(/C=N/NC(=O)c2cc3ccccc3o2)c2ccccc21	-10%	9%	2%	10%	4%	-16%	12%	29%	-5%
CCCc1nc2c(nnn2Cc2ccccc2)c(=O)[nH]1	-12%	12%	9%	28%[57.1 µM]	-6%	29%	2%	12%	-3%
Cc1cccc2c1ncc1c(=O)n(-c3ccccc3)[nH]c12	-20%	-3%	0%	-16%	3%	8%	1%	22%	-7%
NS(=O)(=O)c1ccc(NC(=S)N2CCN(Cc3ccc4c(c3)OCO4)CC2)cc1	-22%	2%	1%	-7%	-12%	-51%[56.9 µM]	5%	-1%	-1%
O=C(NC1CCCCC1)c1ccc2c(c1)N(Cc1cccc(Cl)c1)C(=O)c1ccccc1S2=O (centres undefined)	-11%	-5%	?	32%[57.1 µM]	-1%	-18%	48%[activator]	31%	6%

Nothing new here: an excerpt of the list.
SMILES	JMJD2A Tudor	GLS inh	12-LOX inh	rTrxR1 inhibitor	ERG Ets-DNA blk	RGS4 inh	Pin1 inh	HP1b chromo inh	PGK inhibitor
Cc1cccc2c1ncc1c(=O)n(-c3ccccc3)[nH]c12	-20%	-3%	0%	-16%	3%	8%	1%	22%	-7%
NS(=O)(=O)c1ccc(NC(=S)N2CCN(Cc3ccc4c(c3)OCO4)CC2)cc1	-22%	2%	1%	-7%	-12%	-51%[56.9 µM]	5%	-1%	-1%
O=C(NC1CCCCC1)c1ccc2c(c1)N(Cc1cccc(Cl)c1)C(=O)c1ccccc1S2=O (centres undefined)	-11%	-5%	?	32%[57.1 µM]	-1%	-18%	48%[activator]	31%	6%

The results go on:
SMILES	JMJD2A Tudor	GLS inh	12-LOX inh	rTrxR1 inhibitor	ERG Ets-DNA blk	RGS4 inh	Pin1 inh	HP1b chromo inh	PGK inhibitor
Cc1ccsc1C(=O)N(C)CC(=O)N(CC(C)C)c1c(N)n(CC(C)C)c(=O)[nH]c1=O	-6%	1%	-9%	-1%	1%	-39%	3%	22%	-2%
Cc1ccc(Cl)c2c1NC(=O)C2=O	-21%	1%	4%	10%	-5%	-5%	-1%	21%	i
O=C(Cn1cc(S(=O)(=O)Cc2ccccc2)c2ccccc21)Nc1ccccc1	-27%	-3%	/	-17%	/	-9%	1%	4%	-3%
Cc1ccc(C(=O)Cn2cncn2)cc1	-29%	19%	?	-2%[57.1 µM]	5%	-8%	5%	4%	5%
O=C(NC1CCCc2ccccc21)C1CCN(S(=O)(=O)c2cccc3nonc23)CC1 (centres undefined)	-8%	-13%	105%[activator]	22%[57.1 µM]	2%	-34%	15%	29%	-6%
CCc1ccc(-c2nc(CS(=O)CC(=O)NC3CCCCCC3)c(C)o2)cc1 (centres undefined)	-22%	-7%	-23%	20µM*	5%	-16%	-5%	20%	i
COc1ccccc1NC(=O)COC(=O)C1CCN(/C=C/C(=O)C(F)(F)F)CC1	-6%	-2%	10%	-3%	/	-18%	1%	39%[activator]	i
CCCCC(=O)NC1(C(F)(F)F)C(=O)Nc2c1c(=O)[nH]c(=O)n2-c1ccc(F)cc1 (centres undefined)	-18%	2%	?	9%[57.1 µM]	-3%	20%	0%	23%	-1%
COc1ccc(OC)c(C2C(C(=O)O)c3ccccc3C(=O)N2C)c1 (centres undefined)	8%	-3%	0%	-5%	-7%	22%	-7%	45%	4%
Cc1ccccc1C(=O)Nc1ccc(N(C)C)c2ccccc12	-30%	17%	?	-15%	11%	-15%	12%	20%	-3%
Cc1cccc(NC(=O)C2=C(O)c3ccccc3N(C)S2(=O)=O)c1	?	-2%	?	-17%	1%	-1%	3%	11%	2%
COc1ccc(OC)c(C(=O)NC(CC(N)=O)c2ccc(NCCN3CCOCC3)c([N+](=O)[O-])c2)c1 (centres undefined)	-19%	-11%	?	25%[57.1 µM]	4%	-14%	5%	69%[activator]	-1%
COc1ccc(/C=C/C(=O)OCC(=O)N2CCN(S(=O)(=O)c3ccc(C)cc3C)CC2)cc1OC	-23%	2%	-7%	28%	-3%	5%	13%	13%	-1%
CC(=O)c1sc(NC(=O)C2COc3ccccc3O2)nc1C (centres undefined)	-14%	7%	-19%	-11%[57.1 µM]	0%	5%	4%	35%	4%
COc1ccc(-c2noc(CCC(=O)NC3CCCCC3)n2)cc1OC	-14%	6%	0%	3%	-7%	2%	-5%	13%	3%
CCc1ccc(S(=O)(=O)Nc2cccc(C3OCCCO3)c2)cc1	-4%	5%	-20%	1%[57.1 µM]	-6%	-8%	0%	20%	10%
COc1ccc(/C=C(\C#N)c2nc3ccccc3c(=O)[nH]2)cc1OC	-16%	0%	-8%	-1%	-3%	9%	?	14%	1%
O=C(CN1CCc2ccccc2C1)Nc1cc(S(=O)(=O)N2CCOCC2)ccc1N1CCCC1	?	23%	7%	-2%	-13%	-5%	-5%	-5%	-6%
COc1ccc(OC)c(C(=O)CSc2ncc3c(n2)-c2ccccc2N(Cc2ccccc2C)S3(=O)=O)c1	5%	-4%	-27%	31%[57.1 µM]	6%	-10%	7%	29%	8%
NC(=O)CC1NC(=O)c2cc([N+](=O)[O-])cc(I)c2OCCC(C(N)=O)NC(=O)[C@@H]2CCCN2C1=O (some centres undefined)	-17%	6%	-14%	-4%	0%	10%	5%	42%[activator]	0%
O=[N+]([O-])c1cc(-c2cnc3ccccc3n2)ccc1Cl	-34%	2%	-9%	30%[57.1 µM]	3%	-16%	0%	-22%	-7%
COC(=O)C1(c2ccccc2)NC(c2ccc(O)cc2)C2C(=O)N(c3ccc4c(c3)OCO4)C(=O)C21 (centres undefined)	-22%	-3%	-2%	28%	2%	32%[56.9 µM]	-3%	37%	-3%
COC(=O)c1c[nH]c(=S)n1Cc1ccccc1	2.8µM*	-11%	?	7%[2.29 µM]	23%	-34%	?	18%[57 µM]	-6%
COc1ccc(CCNC(=O)c2nn(C)c3c2CS(=O)(=O)c2ccccc2-3)c(OC)c1	-23%	-11%	14%	23%	11%	-10%[56.9 µM]	10%	54%[activator]	-4%
Cc1cccc(CN2CCSCC2)c1	20µM*	-12%	?	20%	-20%	3%	-10%	?	i
CC(=O)Cn1ncc(N2CCOCC2)c(Cl)c1=O	-4%	0%	6%	-3%[2.29 µM]	9%	-5%	?	46%	2%
CCCNC(=O)Cn1c(=O)/c(=C\c2ccc(-c3ccc([N+](=O)[O-])cc3)o2)s/c1=C\C(=O)C(C)(C)C	-1%	7%	/	14%[57.1 µM]	4%	-24%	?	3%	i
O=C(O)CCC1(C(=O)O)OCCc2ccccc21 (centres undefined)	?	4%	-12%	21%	/	-4%	-10%	26%	-9%
CCCN1C(=O)/C(=C/c2cc(C)n(C)c2C)SC1=Nc1ccc(OCC)cc1	-26%	-2%	0%	?	-8%	-16%	4%	-28%	3%

Screening data deposited in PubChem BioAssay by National Center for Advancing Translational Sciences (NCATS).
